# Bioassay records: PubChem BioAssay, National Center for Advancing Translational Sciences (NCATS)
# ALDH1A1 inh – qHTS Assay for Inhibitors of Aldehyde Dehydrogenase 1 (ALDH1A1) | Purified ALDH1A1, NADH fluorescence, propionaldehyde substrate | Potency, µM (doses to about 75.3 µM), inactives show at the top dose activity, negative = inhibition, hits mostly inhibitors | hit rate 7.3% among 220,000; active = well fitted inhibition curve with a large enough effect, not every such curve was filed as active; inconclusive = small, poorly fitted or top-dose-only effect, or another doubt; inactive = no such curve, though single readings can be large or run the other way;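 note: plate controls were no enzyme wells and a reference inhibitor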
# RECQ1 helicase – qHTS Assay for Inhibitors of RecQ-Like Dna Helicase 1 (RECQ1); ATP-dependent DNA helicase Q1 (Homo sapiens), P46063; RECQ1 DNA unwinding, red fluorescence kinetic read; Potency, µM (highest dose often 57.3 µM), without a hit: top-dose activity, negative = inhibition, hits mostly inhibitors; hit rate 0.54% among 240,000; AID 2549, 2010;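 note: plate controls were vehicle for no effect and no enzyme for full effect; nearly all actives have a fitted effect of over 30% in size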
#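 RECQ1T1 50 nM; forked duplex (20 bp + 30-nt ss tails) 200 nM, ATP 2 mM final; pH 8.0, 2 mM MgCl2, 2.5 ug/ml poly(dI-dC); 15 min compound preincubation; discontinuous kinetic read over 2 h at RT.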
# RGS12 GoLoco inh – qHTS Assay for Inhibitors of RGS12 GoLoco Motif Activity (Red Fluorophore); Gai1:RGS12 GoLoco peptide FP, rhodamine, 10 min; Potency, µM (titrated, usually from 61.6 µM), without a hit: at the top dose activity, negative = inhibition, usual class: inhibitors; hit rate 0.44% among 230,000; active = well fitted inhibition curve with a large enough effect, not every such curve was filed as active; inactive = no such curve, though single readings can be large or run the other way; note: % is set by controls: 0 for no effect and ±100 for the full control effect; nearly all actives have a fitted effect of over 30% in size; many of its hits are not listed in these tables
# Lamin A splicing – qHTS Assay for Modulators of Lamin A Splicing | HeLa LMNA splicing GFP/RFP minigene ratio, 48 h | Potency, µM (series often up to 46.1 µM), inactives show at the top dose ratio change, negative = inhibition, hits mostly inhibitors | AID 1487, 2009 | hit rate 0.01% among 200,000; active = well fitted inhibition curve with a large enough effect in the signal ratio, with a control signal flat, not every such curve was filed as active; inconclusive = small, poorly fitted or top-dose-only effect, or effect the other way, or a change in a side signal; the % refers to the signal ratio; note: % is set by controls: 0 for no effect and ±100 for the full control effect
#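 S3 HeLa cells stably expressing lamin A-EGFP splicing minigene plus DsRed2, 600 cells/well, 48 h compound exposure at 37C. Laser-scanning cytometry; analysed as GFP (500-530 nm)/RFP (575-640 nm) total intensity ratio; 0.5% DMSO vehicle.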
# KDM4E inh – qHTS Assay for Inhibitors of Human Jumonji Domain Containing 2E (JMJD2E); Lysine-specific demethylase 4E (Homo sapiens), B2RXH2; JMJD2E catalytic domain, FDH-coupled NADH fluorescence (FDH is formaldehyde dehydrogenase); Potency, µM (doses to about 57.1 µM), for inactives: at the top dose activity change, negative = inhibition, most hits filed as inhibitors; hit rate 1.6% among 230,000; AID 2147, 2009; active = well fitted inhibition curve with a large enough effect, not every such curve was filed as active; inconclusive = small, poorly fitted or top-dose-only effect, or another doubt; inactive = no such curve, though single readings can be large or run the other way;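 note: 0% = wells with enzyme and -100% = buffer wells without enzyme; nearly all actives have a fitted effect of over 50% in size; many of its hits are not listed in these tables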
# Target sequence (B2RXH2 1-337 limits assumed): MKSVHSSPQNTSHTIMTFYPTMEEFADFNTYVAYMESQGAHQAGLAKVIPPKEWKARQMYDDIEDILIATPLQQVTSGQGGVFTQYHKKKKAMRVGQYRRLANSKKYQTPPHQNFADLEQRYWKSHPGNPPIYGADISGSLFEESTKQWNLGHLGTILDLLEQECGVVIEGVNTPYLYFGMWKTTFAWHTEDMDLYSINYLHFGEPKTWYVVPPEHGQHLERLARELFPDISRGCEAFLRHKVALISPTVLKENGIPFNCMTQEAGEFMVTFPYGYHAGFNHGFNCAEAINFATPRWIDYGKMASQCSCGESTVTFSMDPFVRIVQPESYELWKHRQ
# TRb-SRC2 inh – qHTS for Inhibitors of the Interaction of Thyroid Hormone Receptor and Steroid Receptor Coregulator 2; Thyroid hormone receptor beta (Homo sapiens), P10828; TRbeta-SRC2 peptide binding, fluorescence polarization; receptor liganded with 1 µM T3; Potency, µM (series often up to 106 µM), inactives show at the top dose activity change, negative = inhibition, most hits filed as inhibitors; hit rate 0.065% among 280,000; AID 1469, 2008;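 note: plate controls were bound peptide for no effect and peptide without receptor for full effect; nearly all actives have a fitted effect of over 50% in size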
# Target sequence (P10828 whole entry, looked up): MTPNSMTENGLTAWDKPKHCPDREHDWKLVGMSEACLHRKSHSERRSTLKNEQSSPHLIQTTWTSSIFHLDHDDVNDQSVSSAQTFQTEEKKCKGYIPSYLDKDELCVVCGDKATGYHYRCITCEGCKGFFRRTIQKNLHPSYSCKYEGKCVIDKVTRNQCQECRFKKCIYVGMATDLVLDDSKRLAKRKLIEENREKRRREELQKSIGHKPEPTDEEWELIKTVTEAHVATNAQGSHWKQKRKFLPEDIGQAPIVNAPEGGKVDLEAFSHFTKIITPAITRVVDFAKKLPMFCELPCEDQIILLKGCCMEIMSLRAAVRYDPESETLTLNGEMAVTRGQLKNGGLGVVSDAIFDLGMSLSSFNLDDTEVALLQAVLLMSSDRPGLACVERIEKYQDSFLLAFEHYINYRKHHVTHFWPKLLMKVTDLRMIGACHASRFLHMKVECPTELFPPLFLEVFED
#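 Human TRb ligand-binding domain (0.6 uM) is mixed with 20 nM Texas Red SRC2 peptide and 1 uM T3; after compound addition and 5 hr at ambient temperature, polarization is measured and normalized to unbound and bound controls.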
# TR SRC2 fluor cs – Total Fluorescence Counterscreen for Inhibitors of the Interaction of Thyroid Hormone Receptor and Steroid Receptor Coregulator 2; AID 1479, 2009; Potency, µM (top dose mostly 106 µM), for inactives: top-dose fluorescence change, negative = quenching; TRb/SRC2 Texas Red total fluorescence interference; hit rate 0.29% among 280,000; active = well fitted curve in either direction with a large enough effect; inconclusive = small, poorly fitted or top-dose-only effect; note: % is set by controls: 0 for no effect and ±100 for the full control effect
#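 Human TRβ ligand-binding domain (0.6 uM) and Texas Red SRC2 peptide (20 nM) in Tris buffer with 1 uM T3 and 5% DMSO were incubated with pinned compound for 5 hr at ambient temperature. Total fluorescence was computed as S + 2P (555/632 nm).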
# SMN2 splice up – qHTS Assay for Enhancers of SMN2 Splice Variant Expression | HEK293 SMN2-luciferase splicing reporter, luminescence, 30-36 h | Potency, µM (series often up to 46.1 µM), without a hit: at the top dose activity change, positive = activation, actives largely listed as activators | hit rate 2.8% among 210,000 | AID 1458, 2008; note: % of control where 0% means no effect; nearly all actives have a fitted effect of over 55% in size
#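 HEK293 cells carry an SMN2 minigene-luciferase reporter in which exon 7 inclusion puts luciferase in frame. Cells were seeded at 2000 cells/well, attached for 10-12 hours, then exposed to compounds for 30-36 hours at 37C before ONE-Glo luminescence.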
# An asterisk follows results filed as active; i = inactive; ? = inconclusive; · = no result given; [ ] = remark or other dose. Unless noted, calls come from the whole dose curve; as a rule, active = well fitted curve in the direction sought with a large enough effect; inconclusive = small, poorly fitted or top-dose-only effect, or another doubt; inactive = no such curve, though single readings can be large; an effect the other way counts as inactive or inconclusive. Potency is the fitted concentration of half-maximal effect. This is a subset; count on the stated rates, not on these rows.
SMILES,ALDH1A1 inh,RECQ1 helicase,RGS12 GoLoco inh,Lamin A splicing,KDM4E inh,TRb-SRC2 inh,TR SRC2 fluor cs,SMN2 splice up
CS(=O)(=O)N1CCN(c2ccccc2NC(=O)Cc2ccc(Cl)cc2)CC1,?,-16.6%,6.6%,1.4%,2.3%,-4.1%,-0.3%,?
O=C(CSc1ncnc2c1oc1ccccc12)N1CCc2ccccc2C1,-3.4%,-3.8%,5.2%,-0.8%,2.4%,-1.6%,-0.9%,?
O=C(CCCc1c[nH]c2ccccc12)N1CCCCCC1,?,-8.1%,·,-6.7%,4.3%,-5.6%,-2.6%,·
CCOC(=O)CNC(=O)C12CC3CC(CC(C3)C1)C2,4.5%,23.5%,-12.2%,8.4%[46 µM],11.6%,-0.2%,-1.1%,6.4%
Cc1ccc(S(=O)(=O)Nc2csc(C)c2C(=O)O)cc1,11.3%,?,-3.5%,15.1%[46 µM],-4.4%,1.8%,-0.5%,·
COc1cccc(C(=O)C2=NN(C(C)=O)CC2c2ccco2)c1 (stereo not drawn),-2.1%,-9.4%,-5.3%,·,-2.2%,3.2%,-2.0%,-2.0%
CC(C)c1nc2ccccn2c1NC1CCCCC1,?,i,-8.5%,-7.2%,?,0.2%,-5.8%,-21.3%
O=C(CN1C(=O)c2ccccc2C1=O)NCCc1c[nH]c2ccc(Cl)cc12,9.6%,-0.2%,5.7%,?,7.9%,-4.3%,-0.6%,?
CCN(CC)S(=O)(=O)c1ccc(N2CCCC2)c(NC(=O)c2ccc(OC)cc2OC)c1,?,-5.2%,17.9%,·,-0.4%,-11.6%,-0.2%,24.3%
CN(C)S(=O)(=O)Nc1cc(Cl)cc(Cl)c1,15.8%,i,12.5%,-3.7%[46 µM],7.1%,-2.1%,1.5%,-1.3%
O=C1/C(=C\c2ccco2)SC(=S)N1c1ccccc1,8.91µM*,8.0%,70.2%[activator],1.1%,20µM*,10.5%,?,-23.5%
CC1(C)Cc2nc3sc4c(NCCO)ncnc4c3cc2CS1,·,5.0%,5.3%,·,?,4.3%,0.2%,·
O=C(C1=NN[C@@H]2C(=O)N(Cc3ccccc3)C(=O)[C@H]12)c1ccc([N+](=O)[O-])cc1,·,-2.5%,-0.1%,·,0.8%,-4.7%,-1.8%,·
O=C(CSc1nc(O)cc(=O)n1-c1ccccc1)NCc1ccccc1,-1.0%,-12.8%,9.7%,-5.2%,2.4%,0.7%,2.3%,-7.2%
CCOc1ccc(-n2c(SCc3ccc([N+](=O)[O-])cc3)nnc2-c2ccc(OC)cc2)cc1,-8.3%,-17.6%,-1.9%,?,3.3%,-0.9%,3.1%,-21.2%
Cn1c(SCC2CCCCC2)nnc1-c1ccncc1,?,-11.2%,4.4%,14.0%,-3.8%,6.4%,-1.0%,2.2%
O=C(Oc1cccnc1)c1cc2ccccc2oc1=O,?,i,-9.7%,-1.8%,?,-7.4%,-5.2%,3.4%
Nc1cc2nsnc2cc1Br,7.94µM*,?,4.6%,16.7%,20.9%,?,-8.8%,-6.4%
CN(C(=O)COC(=O)c1c2c(nc3ccccc13)/C(=C/c1cccc([N+](=O)[O-])c1)CCC2)C1CCS(=O)(=O)C1 (stereo not drawn),-8.7%,-12.0%,-26.8%,?,-15.8%,1.9%,6.7%,-8.2%
COc1ccc(C(=O)Nc2cc(C)on2)cc1S(=O)(=O)N1CC(c2ccccc2)CC1=O (stereo not drawn),1.6%,3.8%,-0.5%,16.6%[9.22 µM],0.6%,3.5%,-0.2%,-5.2%
Cc1ccc(N2C(=O)NC(NC(=O)C3CC3)(C(F)(F)F)C2=O)cc1 (stereo not drawn),9.4%,i,-2.1%,2.8%,6.4%,-4.2%,-3.6%,10.2%
c1ccc(C(c2ccccc2)N2CC3(CCNCC3)C2)cc1,-3.6%,-7.3%,7.3%,·,·,·,·,-6.0%
Cc1csc(NC(=O)C2CCN(S(=O)(=O)c3cccs3)CC2)n1,-12.8%,6.8%,0.1%,·,-3.6%,3.0%,0.7%,-24.7%
O=S(=O)(NCC1CCCO1)c1cnc(Cl)c(Br)c1 (stereo not drawn),?,-13.5%,-0.1%,15.5%,15.2%,4.3%,-1.3%,6.6%
O=C(NCc1ccccc1Cl)C1CCC(CNc2c(N3CCCCC3)c(=O)c2=O)CC1 (stereo not drawn),-2.6%,-7.1%,2.2%,6.9%,6.9%,-4.9%,-1.6%,1.8%
CCN1C(=O)/C(=C/c2cccs2)SC1=Nc1ccc(OC)cc1,-3.2%,i,6.8%,11.5%,0.2%,-3.1%,0.2%,-17.1%
Cc1cccc(N2C(=O)CS/C2=N\NC(=O)c2ccc(Br)cc2)c1C,1.9%,-2.0%,6.1%,-5.6%,0.4%,-8.9%,-2.8%,15.1%
Cc1c(Cl)cccc1NC(=O)CCC(=O)NNC(=O)c1ccccc1,0.4%,-1.0%,-0.8%,-9.7%,10.1%,8.5%,7.3%,-6.9%
COc1ccc(C(=O)NCCCCCC(=O)N/N=C/c2ccco2)cc1OC,-13.6%,-0.6%,7.7%,-5.7%,-6.2%,-4.7%,-6.5%,-9.0%
O=C1C2C3CC(C2C(=O)N1c1cccc(Cl)c1)[C@H](O)C3O (stereo partly drawn),·,-1.8%,-2.5%,·,2.0%,-5.1%,-1.7%,·

# Some of the entries above in a different format:
canonical_smiles	ALDH1A1 inh	RECQ1 helicase	RGS12 GoLoco inh	Lamin A splicing	KDM4E inh	TRb-SRC2 inh	TR SRC2 fluor cs	SMN2 splice up
O=C(CSc1ncnc2c1oc1ccccc12)N1CCc2ccccc2C1	-3.4%	-3.8%	5.2%	-0.8%	2.4%	-1.6%	-0.9%	?
O=C1C2C3CC(C2C(=O)N1c1cccc(Cl)c1)[C@H](O)C3O (stereo partly drawn)	·	-1.8%	-2.5%	·	2.0%	-5.1%	-1.7%	·

# Further records
SMILES,ALDH1A1 inh,RECQ1 helicase,RGS12 GoLoco inh,Lamin A splicing,KDM4E inh,TRb-SRC2 inh,TR SRC2 fluor cs,SMN2 splice up
CCOC(=O)c1cnc(-n2nc(C)cc2C)nc1NNc1cc(-c2ccccc2)nc(C)n1,5.0%,3.3%,3.6%,?,4.0%,-3.2%,-5.3%,-98.9%[inhibitor]
CCc1nc(SCC(=O)Nc2cccc(C(F)(F)F)c2)c2c(=O)n(C)c(=O)n(C)c2n1,4.1%,-8.7%,-15.2%,-12.9%,-9.4%,-1.9%,-2.6%,-32.3%[inhibitor]
O=[N+]([O-])c1cccc2c(N3CCOCC3)ccnc12,5.1%,i,7.3%,-16.0%[46 µM],7.6%,-0.1%,-5.3%,-16.4%
CCS(=O)(=O)N1CCN(C(=O)c2ccccc2[N+](=O)[O-])CC1,7.4%,i,4.0%,·,-1.1%,-2.7%,0.2%,-10.9%
Cc1ccc(S(=O)(=O)n2cnc3ccccc32)c(C)c1,4.2%,i,11.2%,-2.9%,-2.5%,-21.5%,2.2%,-2.7%
CCOc1ccc2nc(NC(=O)/C=C/c3ccc4c(c3)OCO4)sc2c1,-4.3%,i,1.0%,6.9%,-4.7%,-1.6%,-3.6%,-20.8%
COc1ccc(N/C=C(\C#N)c2ccc(OCCCF)cc2)cc1,?,-19.6%,12.1%,-8.0%,-4.6%,-9.3%,-1.9%,12.8%
COc1ccc(C2CC(c3ccc(Cl)c(Cl)c3)Nc3nc(N)nn32)cc1 (stereo not drawn),?,-8.7%,9.7%,2.1%,?,-2.0%,-1.0%,4.6%
COc1ccc(-c2csc(Nc3ccc(C)cn3)n2)cc1,23.8µM*,-10.3%,-1.2%,·,-1.0%,-1.0%,14.7%,·
C=CCN1C=C2C(=O)C(C)(OC(=O)c3ccco3)C(=O)C(C=C)=C2C=C1C1CC1 (stereo not drawn),-10.7%[13.5 µM],14.9%[11.5 µM],0.1%[14.2 µM],-5.3%[9.22 µM],-27.6%[11.4 µM],-2.2%[11.2 µM],0.2%[11.2 µM],-9.1%[9.22 µM]
CCCc1nc2ccccc2c(C(=O)OCC(=O)Nc2cccc(S(=O)(=O)N3CCOCC3)c2)c1CC,-6.3%,-17.7%,13.1%,12.7%,-0.8%,-11.8%,0.7%,-29.0%
C=CCc1c(O)c(CC)cc2c(C)cc(=O)oc12,·,-7.6%,20.7%,·,?,-4.8%,-3.3%,·
Cc1cccn2c(=O)c(/C=C(\C#N)C(=O)NCc3ccco3)c(N3CCCCC3)nc12,14.1µM*,-10.7%,14.2%,-8.1%,?,-3.8%,1.6%,-7.2%
O=C(COC(=O)c1cccc(C(=O)OCC(=O)NC2CCCCC2)n1)NC1CCCCC1,4.7%,-2.8%,2.7%,-0.1%,-2.1%,-4.8%,-2.0%,-8.3%
COCCOc1cc(COC)nc(-c2cccc(C)c2)n1,·,-1.1%,-3.0%,·,-1.5%,3.8%,-0.9%,·
O=c1c2c(nc3cc(-c4ccc(Cl)cc4)[nH]n13)CCS2,5.9%,-6.9%,15.7%,-10.8%,-12.7%,-0.7%,-1.1%,12.6µM*
CCc1sc(C(=O)Nc2ccccc2N2CCOCC2)cc1C,-1.1%,-3.5%,2.4%,·,-0.6%,9.2%,-1.4%,-9.8%
OCCN1CCN(c2nc(NCc3ccco3)c3ccccc3n2)CC1,?,-4.4%,-3.7%,-11.6%,?,2.3%,-4.8%,-2.3%
Cc1ccc(C(=O)N/C(=C\c2cccs2)C(=O)NC2CCCCC2)cc1,?,i,-0.8%,6.9%,5.2%,-13.7%,2.9%,-9.0%
Clc1ccc(-c2nnc3sc(-c4ccccn4)nn23)cc1,13.7%,-15.2%,-3.1%,1.9%,1.7%,-23.9%,-0.2%,-0.9%
